Bioassay records from PubChem.
MITF act: increases MITF-driven TRPM1 promoter luciferase signal. SK-MEL-5 TRPM1-promoter luciferase, 24 h; % of positive control, neutral wells = 0. activation, % at 12.5 µM. hit rate 0.75% among 300,000. AID 588334;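 active means mean activation of at least 80% with every replicate also reaching 80%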;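 further: 0% = neutral control wells and 100% = parthenolide positive control wells; values of inactives mirror those of a sister screen read the other way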
AddAB inh: less growth of phage-infected E. coli with AddAB. E. coli expressing H. pylori AddAB, absorbance growth. inhibition, % at 11.9 µM. hit rate 0.29% among 330,000; in the data active means inhibition above about 12%;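 further: 0% = vehicle wells of infected cells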
phage Ecoli inh: E. coli growth loss with phage present | growth absorbance | inhibition, % at 11.9 µM | hit rate 0.26% among 360,000; in the data active means inhibition above about 11%
Ecoli viability: bacterial growth inhibition, counter-screen for AddAB inhibitors; E. coli V3065 growth, OD600 absorbance, 18 h; hit rate 0.27% among 330,000; inhibition, % at 11.9 µM;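 active means inhibition above the campaign's mean inhibition across all tested compounds plus 3 SD, cut at about 9.9% in these data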;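 further: uninfected addAB+ strain grown without phage in ampicillin broth; 0% = DMSO wells and 100% = ciprofloxacin 0.95 µg/ml wells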
Tat export inh: E. coli Tat transport inhibition. hit rate 0.036% among 340,000. inhibition, % at 10 µM. E. coli MC4100 TorA-mCherry Tat export, fluorescence;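 active means mean replicate inhibition at least 50% and at least half of replicates individually reaching 50%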;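 further: exported cargo escapes ClpAP degradation while cytoplasmic cargo is degraded and loses fluorescence; 0% = median of neutral control wells and 100% = median of NaSCN control wells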
CAL PDZ FP-1: blocks peptide binding to the human CAL PDZ domain. Q9HD26. purified CAL PDZ, TMR-peptide fluorescence polarization, 1 h. inhibition, % at 24.9 µM. hit rate 0.92% among 300,000. AID 602252;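 active means mean inhibition of at least 30% with at least half of replicates also reaching 30%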;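 further: 0% = DMSO neutral control and 100% = excess unlabeled competitor peptide PRC23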
SR-BI HDL uptake: blocks mouse SR-BI lipid uptake from DiI-HDL; Q61009; ldlA[mSR-BI] CHO cells, DiI-HDL uptake fluorescence, 3 h; inhibition, % at 12.5 µM; hit rate 0.96% among 320,000; AID 488896;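 active means mean replicate inhibition of at least 70% and a set share of replicates each scoring 70 or more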;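 further: 0% = median of neutral control wells and 100% = median of positive control wells; values of inactives mirror those of a sister screen read the other way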
Target sequence (Q61009 whole entry, looked up): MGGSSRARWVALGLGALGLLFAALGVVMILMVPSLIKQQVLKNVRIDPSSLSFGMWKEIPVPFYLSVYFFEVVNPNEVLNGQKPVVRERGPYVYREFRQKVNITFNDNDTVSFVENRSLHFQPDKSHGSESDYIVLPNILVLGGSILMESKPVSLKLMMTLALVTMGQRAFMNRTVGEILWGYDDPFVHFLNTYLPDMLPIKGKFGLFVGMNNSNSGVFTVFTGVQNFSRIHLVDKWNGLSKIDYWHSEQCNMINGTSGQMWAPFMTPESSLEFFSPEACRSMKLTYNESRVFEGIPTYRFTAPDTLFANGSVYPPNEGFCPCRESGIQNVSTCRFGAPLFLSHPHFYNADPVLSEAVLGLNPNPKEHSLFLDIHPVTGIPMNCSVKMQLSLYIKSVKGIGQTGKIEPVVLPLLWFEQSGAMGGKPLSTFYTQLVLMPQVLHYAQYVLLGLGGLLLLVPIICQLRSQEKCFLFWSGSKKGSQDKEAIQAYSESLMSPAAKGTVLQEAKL
SR-BI DiI-HDL act: SR-BI HDL lipid transfer activation; hit rate 0.096% among 320,000; activation, % at 12.5 µM; CHO ldlA[mSR-BI] cells, DiI-HDL uptake fluorescence, 3 h; 100 = double the neutral-control signal;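 active means mean replicate activation of at least 60% and every replicate at or above 60%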;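 further: 0% = median plate neutral-control signal and 100% = twice that signal; values of inactives mirror those of a sister screen read the other way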
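Material: SR-BI-overexpressing, LDLR-lacking CHO cells | Dosing: Single compound concentration, delivered by pin transfer | Probe or stimulus: Labelled HDL, 10 µg/mL | Signal: Bottom-read cell fluorescence after medium removal, ex 550/em 595 nm | Schedule: 3 h, 37 °C | Evaluation: HDL uptake via cellular fluorescence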
CAL PDZ FP-2: human CAL PDZ-peptide interaction inhibition | Q9HD26 | inhibition, % at 20 µM | AID 504414 | purified CAL PDZ, TMR-peptide fluorescence polarization, 1 h | hit rate 0.02% among 330,000;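 active means highest replicate inhibition of at least 40%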;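 further: plate controls were DMSO neutral control wells for no effect and unlabeled competitor peptide control wells for full effect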
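material = purified tagged CAL PDZ domain construct (CerCALP) | buffer or medium = sodium phosphate/NaCl buffer pH 7.4 with TCEP, IgG, Thesit | reagent = TMR-labelled reporter peptide T*-PRC34 bound in PDZ groove | incubation = 1 h room-temperature incubation prior to read | measured by = fluorescence polarization (mP) | evaluation = percent inhibition from loss of millipolarization | control set = unlabelled peptide and DMSO controls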
Wnt bcat act: activators of Wnt/beta-catenin signaling; Wnt/beta-catenin reporter cell assay, activator, plate reader; activation, % at 9.35 µM; hit rate 1.2% among 300,000; in the data active means activation above about 30%, passing the limit was not always enough;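 further: 0% = neutral control wells and 100% = positive control wells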
The depositor's hits bear a star; / = not tested or not shown.

SMILES | MITF act | AddAB inh | phage Ecoli inh | Ecoli viability | Tat export inh | CAL PDZ FP-1 | SR-BI HDL uptake | SR-BI DiI-HDL act | CAL PDZ FP-2 | Wnt bcat act
Oc1c(C(c2ccco2)N2CCN(C(c3ccccc3)c3ccccc3)CC2)sc2ncnn12 (centres undefined) | -7 | -4.3 | 2.9 | -0.9 | 2 | 1 | 3 | -3 | -1.3 | -5
COc1ccc(/C=C(\NC(=O)c2ccc(OC)c(OC)c2)C(=O)NCCc2c[nH]c3ccccc23)cc1 | 0 | -0.2 | -4.4 | -1.4 | -12 | -4 | 31 | -31 | 0.8 | -2
Clc1cccc(Oc2ncccn2)c1 | -7 | 0.5 | 3.4 | -2.1 | 3 | 0 | -33 | 33 | -2.3 | 0
COc1ccc(S(=O)(=O)N2CCCCCC2)cc1NC(=O)c1ccccc1 | -4 | -1.3 | -1.8 | -1.7 | -9 | / | 16 | / | -0.4 | 0
O=C(NCCCN1CCOCC1)c1ccccc1 | 1 | -0.3 | 1.7 | -2.7 | 4 | -4 | 0 | 0 | -0.6 | /
CS(=O)(=O)N(CC(=O)NC1CCCC1)c1ccc2c(c1)OCCO2 | -3 | 2.6 | 0.7 | -0.4 | 11 | -2 | -33 | 33 | -3.1 | -17
CCN1C(=O)[C@H]2[C@H]3CN=C(SCC(=O)c4ccccc4)N3[C@@](CC)(C(=O)OC)[C@H]2C1=O | -1 | 1.7 | 2.9 | 0.9 | 4 | -3 | -38 | 38 | 0.8 | -2
COc1ccccc1N1CCN(S(=O)(=O)c2c(C)[nH]c(C)c2C(=O)N2CCCCC2)CC1 | -3 | 2.7 | 3.0 | -2.7 | 1 | 1 | 5 | -5 | -3.0 | 1
O=C(NCC(=O)N(Cc1ccco1)C(C(=O)NC1CCCC1)c1ccncc1)c1cccs1 (centres undefined) | 8 | -0.1 | 0.2 | -1.9 | 1 | 3 | 6 | -6 | -2.0 | -3
CCN(CC)S(=O)(=O)c1ccc(NC(=O)[C@@H](NC(=O)c2cc(OC)cc(OC)c2)C(C)C)cc1 | -5 | 0.7 | 4.0 | -1.5 | 3 | -5 | 47 | -47 | -0.9 | 29
CC(=O)NCCC(=O)N1CCCC(N(C)CCc2ccccc2)C1 (centres undefined) | / | -2.8 | 1.1 | -0.6 | -3 | -1 | -5 | 5 | 0.3 | 0
Cc1cc(F)ccc1S(=O)(=O)N1CCCOC1CNC(=O)C(=O)NCc1ccco1 (centres undefined) | 8 | -2.1 | 2.9 | -1.9 | 3 | -1 | 12 | -12 | -0.8 | /

Looked up by compound from the list above:
SMILES | MITF act | AddAB inh | phage Ecoli inh | Ecoli viability | Tat export inh | CAL PDZ FP-1 | SR-BI HDL uptake | SR-BI DiI-HDL act | CAL PDZ FP-2 | Wnt bcat act
Cc1cc(F)ccc1S(=O)(=O)N1CCCOC1CNC(=O)C(=O)NCc1ccco1 (centres undefined) | 8 | -2.1 | 2.9 | -1.9 | 3 | -1 | 12 | -12 | -0.8 | /
Oc1c(C(c2ccco2)N2CCN(C(c3ccccc3)c3ccccc3)CC2)sc2ncnn12 (centres undefined) | -7 | -4.3 | 2.9 | -0.9 | 2 | 1 | 3 | -3 | -1.3 | -5
CCN1C(=O)[C@H]2[C@H]3CN=C(SCC(=O)c4ccccc4)N3[C@@](CC)(C(=O)OC)[C@H]2C1=O | -1 | 1.7 | 2.9 | 0.9 | 4 | -3 | -38 | 38 | 0.8 | -2
CC(=O)NCCC(=O)N1CCCC(N(C)CCc2ccccc2)C1 (centres undefined) | / | -2.8 | 1.1 | -0.6 | -3 | -1 | -5 | 5 | 0.3 | 0
Clc1cccc(Oc2ncccn2)c1 | -7 | 0.5 | 3.4 | -2.1 | 3 | 0 | -33 | 33 | -2.3 | 0
COc1ccc(S(=O)(=O)N2CCCCCC2)cc1NC(=O)c1ccccc1 | -4 | -1.3 | -1.8 | -1.7 | -9 | / | 16 | / | -0.4 | 0

Other structures follow:
SMILES | MITF act | AddAB inh | phage Ecoli inh | Ecoli viability | Tat export inh | CAL PDZ FP-1 | SR-BI HDL uptake | SR-BI DiI-HDL act | CAL PDZ FP-2 | Wnt bcat act
COc1ccccc1CNC(=O)c1ccc2nc3[nH]c4ccccc4c3nc2c1 | -1 | 0.0 | 3.8 | -2.6 | 6 | 0 | 35 | -35 | -3.3 | 3
Cc1c(C(=O)N/N=C/c2ccncc2)nnn1-c1nonc1N | 5 | / | 2.5 | / | 5 | -5 | -32 | 32 | -0.8 | 0
COc1ccccc1CNS(=O)(=O)c1cccs1 | 15 | 3.8 | 2.9 | -1.4 | 24 | -4 | 13 | -13 | / | 1
CCOC(=O)/C=C/c1cnn(-c2ccccc2)c1 | 43 | 1.2 | 3.1 | 0.9 | 2 | -4 | / | / | -0.6 | /
CN(c1ccc(C(=O)Nc2cccc([N+](=O)[O-])c2)cc1)S(C)(=O)=O | 3 | 1.0 | 4.3 | 1.3 | 33 | / | -7 | 7 | -1.2 | 0
COc1ccc(CCNc2oc(-c3ccco3)nc2C#N)cc1 | 9 | 1.6 | 0.6 | 1.6 | -9 | 2 | -3 | 3 | -1.7 | -5
CC(C)CN(C(=O)COC(=O)c1ccccc1Sc1ccccc1C#N)C1CCS(=O)(=O)C1 (centres undefined) | 3 | 4.0 | 0.8 | 1.2 | -16 | -5 | 35 | -35 | -3.1 | /
CCC(C)c1ccccc1NC(=O)COC(=O)C1=COCCO1 (centres undefined) | -2 | 0.6 | 4.1 | -0.6 | 2 | -3 | 45 | -45 | -1.7 | -8
Clc1ccccc1/C=C/c1ccnc2ccccc12 | 44 | 0.1 | 3.0 | 3.2 | 0 | -6 | -8 | 8 | -4.0 | 18
Cc1cc(=O)oc2cc(OCC(=O)Nc3nccs3)ccc12 | 53 | 1.5 | 0.6 | 1.9 | -2 | / | -10 | 10 | -2.9 | 38*
Cc1nn(Cc2ccc(C(=O)N3N=C(C(F)F)CC3(O)C(F)F)o2)c(C)c1[N+](=O)[O-] (centres undefined) | -12 | 5.6 | 1.3 | 1.3 | -8 | -5 | 19 | -19 | -0.7 | -1
Cc1nc(-c2cccc(S(=O)(=O)N3CCC(C)CC3)c2)cs1 | -19 | 4.1 | -0.3 | 2.8 | 4 | -7 | -13 | 13 | -1.1 | /
O=C(COc1ccc(S(=O)(=O)N2CCOCC2)cc1)NCC1CCCO1 (centres undefined) | -7 | -1.2 | 0.7 | -1.1 | -1 | 0 | -20 | 20 | -2.0 | 0
Cc1c(C(=O)Nc2ccccc2Cl)oc2ccc(S(=O)(=O)N3CCC4(CC3)OCCO4)cc12 | -8 | -1.5 | 0.2 | -0.4 | -12 | -4 | 64 | -64 | 0.4 | -5
CC(OC(=O)CN1C(=O)NC2(CCCC2)C1=O)C(=O)Nc1cccc(Cl)c1 (centres undefined) | -3 | 1.3 | 2.9 | -0.1 | 7 | -4 | -10 | 10 | -2.6 | -2
O=C(/C=C/Nc1ccc(F)cc1)c1ccc(Oc2ncccn2)cc1 | 52 | 4.4 | 2.7 | -0.8 | -7 | -4 | -21 | 21 | 0.2 | /
COc1cc(O)c(C(CCN2CCOCC2)c2ccc3c(c2)OCO3)c(OC)c1 (centres undefined) | -4 | 1.0 | 0.9 | -0.9 | -8 | -3 | -11 | 11 | -0.6 | 0
COCc1ccc(-c2c(-c3ccccc3OC)sc3cc4c(cc23)OCO4)cc1 | -10 | 4.4 | 0.2 | 1.8 | -15 | -2 | 50 | -50 | -2.9 | -3
CCN(CC)CCNC(=O)C(Cl)=C1C(Cl)=C(Cl)C(Cl)=C1Cl | -12 | / | 2.9 | / | -1 | -2 | -26 | 26 | -1.1 | -3
COc1ccccc1C(=O)NCCCNc1ccc([N+](=O)[O-])cc1 | -9 | -0.7 | 3.9 | 1.3 | -1 | -5 | -2 | 2 | 1.4 | 1
CSC(=NC(C)c1ccccc1)NS(=O)(=O)c1cccs1 (centres undefined) | 15 | 0.2 | 1.8 | -1.6 | 22 | 3 | -21 | 21 | -1.2 | -2
O=C(NCCn1cccc1)c1cccc2ccccc12 | -12 | 3.4 | 0.3 | 1.6 | 1 | -6 | -3 | 3 | -2.1 | /
CCn1cc(S(=O)(=O)c2ccc(C)cc2)[nH]c1=O | 0 | 3.7 | 2.2 | 0.6 | -3 | 4 | -14 | 14 | / | 0
O=C(NC(=S)NCC1CCCO1)c1ccc(Cl)cc1 (centres undefined) | 88* | -0.2 | 2.7 | -3.0 | -10 | -7 | 11 | -11 | -0.6 | 2
Cc1cccc(Oc2ccc(N)cc2)c1 | / | -1.4 | 2.0 | 0.9 | 1 | -4 | -6 | 6 | 0.7 | /
COc1ccccc1NC(=O)Nc1ccccc1C(N)=O | -7 | -0.5 | 2.1 | -2.1 | 0 | -4 | -11 | 11 | -2.8 | -3
CC(C)CCN1C(=O)c2ccc(C(=O)NCc3ccco3)cc2C1=O | -2 | 1.9 | 3.2 | -0.2 | -2 | -1 | 33 | -33 | -0.1 | -2
COc1ccc(C)cc1Nc1nc(C)nc2sc(C)cc12 | -16 | -0.9 | -1.0 | 0.9 | -9 | 1 | 11 | -11 | -1.0 | -2
COc1ccc(CCC(=O)Nc2sc(C(=O)N(C)C)c(C)c2C#N)cc1 | -4 | / | 0.9 | / | 3 | -4 | -11 | 11 | 0.0 | 6
Cc1ccc(NC(=O)CN2C(=O)NC3(CCc4ccccc43)C2=O)cc1 (centres undefined) | 3 | -1.0 | 1.8 | 0.8 | -2 | -3 | 8 | -8 | -4.2 | 0
Nc1nnc(Cc2cccc(Br)c2)s1 | / | -0.5 | 3.3 | -1.0 | 11 | / | -35 | 35 | -0.8 | -1
CCCn1nnc(NC(=O)C(C)C)n1 | -1 | 1.0 | 1.1 | 2.8 | 2 | / | -32 | 32 | -0.4 | 1
Cn1c(=O)n(CCC(=O)O)c2ccccc21 | -3 | 0.0 | 2.3 | -2.3 | -2 | 1 | -38 | 38 | -0.6 | /
Cc1[nH]c2ccccc2c1-c1nc2ccccc2[nH]1 | 24 | 0.0 | 1.9 | -2.6 | 0 | 0 | -10 | 10 | -0.5 | 16
O=C(CSc1nc2c(c(=O)n1-c1ccc(Cl)cc1)SCC2)N1CCCC1 | / | 1.7 | 3.8 | 1.4 | -6 | 7 | -1 | 1 | -1.3 | /
O=C1Nc2c(Br)cccc2C1=O | -17 | 0.5 | -1.8 | 0.2 | -22 | -3 | / | / | -1.1 | -1
c1ccc(-c2nc(N3CCN(c4ccccc4)CC3)nc(-n3ccnc3)n2)cc1 | 22 | 1.7 | 2.4 | -3.5 | 3 | -4 | 36 | -36 | -1.6 | 0
O=C(NCC1CCCO1)C(=O)c1c[nH]c2ccccc12 (centres undefined) | 35 | 0.2 | 2.3 | 0.3 | 3 | -2 | -4 | 4 | -2.6 | 24
CCc1nc(CNC(=O)C2CCC(=O)N(Cc3cccc(OC)c3)C2)no1 (centres undefined) | -7 | 4.5 | 0.5 | -3.3 | -5 | / | -13 | 13 | 1.2 | 0
